Screening data as filed in PubChem BioAssay.
Tau fluor cs – counter-screen for tau fibril formation inhibitors. tau K18 P301L (four-repeat tau fragment) Alexa594 fluorescence, heparin fibrillization. Potency, µM (doses to about 57.7 µM), for inactives: at the highest dose activity change, negative = decrease. hit rate 0.93% among 280,000. AID 1463; also: potency is read from the fitted curve at half-maximal effect; % is scaled to controls: 0 for no effect and ±100 for the full control effect; nearly all actives have a fitted effect of over 55% in size
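Human K18 P301L tau (15 uM unlabeled plus 0.24 uM Alexa 594-labeled, final) in 100 mM sodium acetate pH 7 was mixed with compound and 20 uM heparin and incubated 6 hr at 37 C.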
Tau fibril FP – tau fibrillization inhibition (FP); Potency, µM (highest dose often 57.7 µM), for inactives: at the top dose activity, negative = inhibition, actives largely listed as inhibitors; K18 P301L tau heparin fibrillization, Alexa594 FP, 6 h; hit rate 0.39% among 280,000; P10636; also: potency is read from the fitted curve at half-maximal effect; % is scaled to controls: 0 for no effect and ±100 for the full control effect; nearly all actives have a fitted effect of over 55% in size
Target sequence (P10636 561-689 P618L limits assumed): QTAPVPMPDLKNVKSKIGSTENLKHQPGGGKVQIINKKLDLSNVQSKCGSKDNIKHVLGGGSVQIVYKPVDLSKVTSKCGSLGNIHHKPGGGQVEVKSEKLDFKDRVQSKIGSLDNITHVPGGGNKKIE
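Steps: dispense K18 P301L tau (15 uM plus 0.24 uM Alexa 594 tracer, final) in pH 7 sodium acetate; add compound; add heparin (20 uM final); incubate 6 hr, 37 C; add ThT (30 uM final); after 1 hr ambient, read FP.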
GLA spleen mod – alpha-galactosidase A (human) modulation. human spleen homogenate, 4MU-alpha-Gal fluorescence, 40 min. Potency, µM (titrated, usually from 80 µM), without a hit: top-dose activity change, negative = inhibition, most hits filed as inhibitors. hit rate 0.008% among 240,000. AID 2107;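 also: potency is read from the fitted curve at half-maximal effect; 0% = enzyme with vehicle and -100% = no enzyme basal signal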
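Human spleen homogenate (1 ug) was the enzyme source, with 4-methylumbelliferyl-alpha-D-galactopyranoside (1 mM final) in pH 5.0 citrate buffer with 0.01% Tween-20. Compounds were titrated; after 40 min at 37C, NaOH/glycine stop, 4-MU fluorescence read; AC50 from Hill fits.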
TRb SRC2 PPI – TRbeta-SRC2 interaction inhibition. P10828. TRbeta-SRC2 peptide binding, fluorescence polarization; receptor liganded with 1 µM T3. Potency, µM (series often up to 106 µM), for the others: top-dose activity change, negative = inhibition, usual class: inhibitors. hit rate 0.065% among 280,000;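 also: potency is read from the fitted curve at half-maximal effect; plate controls were bound peptide for no effect and peptide without receptor for full effect; nearly all actives have a fitted effect of over 50% in size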
Target sequence (P10828 whole entry, looked up): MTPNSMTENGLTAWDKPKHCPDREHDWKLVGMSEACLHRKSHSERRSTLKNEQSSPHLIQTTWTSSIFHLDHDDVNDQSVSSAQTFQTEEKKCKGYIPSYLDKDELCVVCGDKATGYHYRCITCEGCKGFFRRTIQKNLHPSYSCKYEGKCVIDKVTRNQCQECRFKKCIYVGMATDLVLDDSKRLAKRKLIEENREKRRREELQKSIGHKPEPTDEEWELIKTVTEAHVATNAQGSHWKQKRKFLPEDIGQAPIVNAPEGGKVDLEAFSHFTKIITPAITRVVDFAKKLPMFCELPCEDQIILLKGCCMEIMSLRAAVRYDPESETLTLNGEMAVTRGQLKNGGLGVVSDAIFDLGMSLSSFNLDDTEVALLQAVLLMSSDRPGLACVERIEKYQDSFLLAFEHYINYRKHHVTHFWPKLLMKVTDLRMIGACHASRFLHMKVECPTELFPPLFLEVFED
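A fluorescence polarization screen tested compounds at multiple concentrations against complex formation between 0.6 uM TRb ligand-binding domain and 20 nM Texas Red SRC2 peptide, with 1 uM T3 present; readout after 5 hr.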
TR SRC2 fluor cs – alters Texas Red total fluorescence, flagging assay interference | TRb/SRC2 Texas Red total fluorescence interference | Potency, µM (doses to about 106 µM), for the others: at the highest dose fluorescence change, negative = quenching | hit rate 0.29% among 280,000 | AID 1479; active = well fitted curve in either direction with a large enough effect; inconclusive = small, poorly fitted or top-dose-only effect; also: potency is read from the fitted curve at half-maximal effect; % is scaled to controls: 0 for no effect and ±100 for the full control effect
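Flags fluorescent or light-absorbing compounds by total fluorescence, S + 2P, at 555 nm excitation and 632 nm emission. Mixture: 20 nM Texas Red SRC2 peptide, 0.6 uM human TRb LBD, 1 uM T3, 5% DMSO; compound exposure 5 h at ambient temperature.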
Epigenetic derep – regulators of epigenetic silencing causing reporter derepression in mouse cells. murine LDR cells, GFP reporter derepression, 30 h. Potency, µM (doses to about 53.9 µM), without a hit: at the top dose GFP activation, hits mostly activators. hit rate 0.2% among 280,000. AID 1865; also: potency is read from the fitted curve at half-maximal effect; % of control where 0% means no effect; nearly all actives have a fitted effect of over 60% in size
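Reporter derepression read as number of fluorescent GFP-positive objects, 20-120 um in size, counted by laser-scanning cytometer. Mouse LDR line with an epigenetically silenced CMV-GFP locus; compound incubation 30 h, 37 C.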
NPSR antagonist – neuropeptide S receptor (human) antagonism, cAMP. CHO-NPSR cells, cAMP TR-FRET, antagonist mode. Potency, µM (series often up to 38.3 µM), without a hit: at the highest dose activity change, negative = inhibition, actives largely listed as inhibitors. hit rate 1% among 220,000. AID 1461; also: potency is read from the fitted curve at half-maximal effect; % is scaled to controls: 0 for no effect and ±100 for the full control effect; nearly all actives have a fitted effect of over 50% in size; many of its hits are not listed in these tables
Target sequence (Q6W5P4 whole entry, looked up): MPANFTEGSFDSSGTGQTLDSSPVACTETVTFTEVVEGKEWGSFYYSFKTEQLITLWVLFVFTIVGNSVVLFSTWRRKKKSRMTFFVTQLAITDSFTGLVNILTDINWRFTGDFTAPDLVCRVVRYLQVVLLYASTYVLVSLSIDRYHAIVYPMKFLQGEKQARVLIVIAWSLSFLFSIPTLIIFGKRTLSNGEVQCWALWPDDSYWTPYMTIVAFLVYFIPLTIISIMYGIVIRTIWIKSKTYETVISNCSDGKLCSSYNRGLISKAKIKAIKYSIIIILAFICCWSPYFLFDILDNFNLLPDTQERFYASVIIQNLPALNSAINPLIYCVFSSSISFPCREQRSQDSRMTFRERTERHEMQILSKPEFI
CBFb-RUNX1 inh – blocks binding between human CBF-beta and RUNX1. Q01196+Q13951. AlphaScreen CBFb-His/RUNX1-biotin binding, biochemical. Potency, µM (doses to about 59.8 µM), inactives show at the top dose activity, negative = inhibition, hits mostly inhibitors. 230,000 tested, under 10 active. AID 1477; also: % of control where 0% means no effect
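Inhibition was taken as any reduction in AlphaScreen signal from the CBF-beta–RUNX1 pair (His and biotin tags, 30 nM each), measured after compound (15 min) and bead (90 min) incubations at room temperature.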
An asterisk follows results filed as active; ? = inconclusive; . = no result given; & = joins results of further samples; [ ] = dose if it differs, or a comment. Unless noted, calls follow the shape of the dose curve; as a rule, active = well fitted curve in the direction sought with a large enough effect; inconclusive = small, poorly fitted or top-dose-only effect, or another doubt; inactive = no such curve, though single readings can be large; an effect the other way counts as inactive or inconclusive. Some of the compounds tested. The share of hits here may be higher or lower than overall.

# | Compound | NPSR antagonist | CBFb-RUNX1 inh | TR SRC2 fluor cs | Tau fluor cs | TRb SRC2 PPI | Tau fibril FP | GLA spleen mod | Epigenetic derep
1 | NC(=O)C1CCN(Cc2nc(-c3ccccc3)no2)CC1 | 2%[46.1 µM] | 15% | 0% | 1% | 3% | 5% | 6% | -0.9%
2 | COC(=O)Cc1[nH]c(=O)[nH]c1C(=O)OC | -5% | 3% | -6% | -14% | -7% | -10% | -1% | 0.1%
3 | CN(C)CCNC(=O)/C(=C/c1ccc(-c2ccc(Cl)cc2Cl)o1)NC(=O)c1ccccc1 | ? | 1% | -2% | -9% | -1% | -11% | 3% | 6.7%
4 | O=C1NC(N2CCOCC2)=N/C1=C/c1ccc2c(c1)OCO2 | -30% | 21% | -3% | -9% | 1% | 3% | 5% | 0.0%
5 | Nc1c(C(=O)NCCc2ccc(Cl)cc2)sc2ccc(S(=O)(=O)N3CCCCC3)cc12 | -20%[46.1 µM] | -19% | 0% | ? | -1% | -7% | 1% | 0.0%
6 | COc1ccc(-c2nc3scc(CCNS(=O)(=O)c4ccc(C)cc4)n3n2)cc1 | . | . | -1% | -19% | -5% | -9% | . | -0.1%
7 | Cc1ccc(-c2cc3ncc4c(n3n2)-c2cc(F)ccc2OC4)cc1 | . | . | 25µM*[quencher] | -7% | -6% | -5% | . | -1.1%
8 | O=C(c1ccc(F)cc1)C1CCN(C(=O)NCc2ccccc2)CC1 | 5%[7.67 µM] | -16% | 0% | -14% | 1% | -11% | -2% | -0.6%
9 | O=C(CC1NCCc2ccccc21)Nc1ccc(Cl)cc1 (stereo not given) | -6% | -11% | -4% | 1% | -8% | 5% | 3% | -1.4%
10 | Nc1nc2n(n1)C1(CCCCC1)C1=C(CCCC1)N2 | -1%[46.1 µM] | -9% | -11% | 3% | 5% | 1% | 4% | 0.0%
11 | CN(Cc1ccco1)c1ncnc2ccc(-c3cccc(C#N)c3)cc12 | . | . | -4% | -19% | 2% | -15% | 10% | 0.7%
12 | CCOc1ccccc1NC(=O)CCN1CCN(S(=O)(=O)c2ccc(Br)cc2)CC1 | -11%[46.1 µM] | -2% | 0% | 0% | -3% | 2% | -1% | -7.9%
13 | CN1CCC(N(C)C(=O)c2sc3cc(F)ccc3c2Cl)CC1 | -5% | 5% | -2% | -8% | -4% | -4% | 5% | 2.7%
14 | O=C(CN(CCO)c1ccccc1)NC12CC3CC(CC(C3)C1)C2 | -13%[46.1 µM] | 5% | -1% | -11% | -2% | 11% | 7% | -0.3%
15 | COc1ccc(Br)cc1C1NC(=O)c2c(sc3c2CCN(C)C3)N1 (stereo not given) | -11%[46.1 µM] | 2% | 6% | 4% | -6% | -4% | -3% | -0.4%
16 | CCOC(=O)COc1ccc(C2CC(C)=NN2c2ccccc2)cc1 (stereo not given) | -15% | 2% | 0% | ? | 1% | -1% | 2% | 4.8%
17 | Cc1c(Cl)cccc1NC(=O)CCCn1nc(C)c2sc3ccccc3c2c1=O | . | . | 1% | 1% | 0% | -10% | . | -0.5%
18 | COc1ccc(C(=O)C2CCCN(C(=O)c3cccnc3OC)C2)cc1F (stereo not given) | -6% | 8% | -10% | -6% | -1% | -2% | -2% | 0.1%
19 | O=C(COC(=O)/C=C/C(=O)OCC(=O)NC12CC3CC(CC(C3)C1)C2)NC12CC3CC(CC(C3)C1)C2 | -33% | 0% | ? | -5% | -5% | 1% | 2% | 1.1%
20 | CCOc1cc(/C=C2/SC(=O)N(CC(=O)N3CCc4ccccc4C3)C2=O)ccc1OCC(=O)O | -4%[46.1 µM] | 2% | -1% | 4% | 0% | 8% | -6% | -1.1%
21 | COC(=O)c1sc2cccc(F)c2c1S(=O)(=O)N1CCN(c2ccccc2OC)CC1 | . | . | 4% | ? | -3% | 0% | . | 2.9%
22 | COc1cc(/C=N/c2oc(-c3ccccc3)cc2C#N)ccc1O | ? | 10% | 1% | ? | -5% | 9% | 3% | 0.7%
23 | CCn1c(=O)cc(SCC(=O)Nc2ccc3c(c2)OCCO3)c2ccccc21 | ? | -4% | -2% | ? | -3% | 6% | 1% | -0.4%
24 | CCCn1c(N)c(N2CCCCC2)c(=O)n(CC(=O)Nc2ccccc2C)c1=O | -15%[46.1 µM] | -1% | -4% | -6% | -3% | -3% | 6% | 0.2%
25 | Cn1c(NC(=O)/C=C/c2ccco2)cc(=O)n(C)c1=O | -18% | -19% | -1%[53 µM] | -7% | 0%[53 µM] | -14% | -6% | -1.3%

Profiles, looked up by structure. Order of screens: NPSR antagonist | CBFb-RUNX1 inh | TR SRC2 fluor cs | Tau fluor cs | TRb SRC2 PPI | Tau fibril FP | GLA spleen mod | Epigenetic derep
Entry for `Nc1c(C(=O)NCCc2ccc(Cl)cc2)sc2ccc(S(=O)(=O)N3CCCCC3)cc12` = -20%[46.1 µM] | -19% | 0% | ? | -1% | -7% | 1% | 0.0%
Entry for `COc1cc(/C=N/c2oc(-c3ccccc3)cc2C#N)ccc1O` = ? | 10% | 1% | ? | -5% | 9% | 3% | 0.7%
Entry for `Nc1nc2n(n1)C1(CCCCC1)C1=C(CCCC1)N2` = -1%[46.1 µM] | -9% | -11% | 3% | 5% | 1% | 4% | 0.0%
Entry for `O=C1NC(N2CCOCC2)=N/C1=C/c1ccc2c(c1)OCO2` = -30% | 21% | -3% | -9% | 1% | 3% | 5% | 0.0%

Further structures follow:
# | Compound | NPSR antagonist | CBFb-RUNX1 inh | TR SRC2 fluor cs | Tau fluor cs | TRb SRC2 PPI | Tau fibril FP | GLA spleen mod | Epigenetic derep
26 | CCCN(Cc1ccccc1)C(=S)Nc1ccc(OCC)cc1 | -18% | 13% | 1% | -17% | 3% | 1% | 4% | 0.5%
27 | Cc1ccc(NC(=O)Cc2coc3c(C)c(C)ccc23)c(C)c1 | . | . | -8% | -4% | -7% | -13% | . | -1.9%
28 | CCCOc1ccc(C2C(=O)N(C3CCCCC3)CC(=O)N2CCc2ccccc2)cc1OC (stereo not given) | . | . | -2% | -13% | -9% | 1% | . | 4.7%
29 | O=C(c1cccs1)N1CCN(C(=O)C(c2ccccc2)c2ccccc2)CC1 | -19%[46.1 µM] | -5% | -1% | -10% | -25% | -2% | -14% | 0.0%
30 | Cc1ccc(NC(=O)Cn2c(=O)oc3cc(S(=O)(=O)N4CCC(C)CC4)ccc32)cc1Cl | . | . | 1% | -3% | 0% | ? | . | 13%
31 | O=C(COc1ccccc1Cl)NCCC1=CCCCC1 | -18% | 10% | 1% | -4% | -6% | 6% | 3% | 0.0%
32 | Cc1cccc(OCCSc2nc3ccccc3n2CC(=O)N2CCOCC2)c1C | . | . | -2% | -11% | 0% | 2% | . | -2.3%
33 | O=C(N/N=C/c1cc2cc3c(cc2nc1Cl)OCCO3)c1ccccc1O | -27% | -1% | -5% | -21% | -1% | -8% | -1% | -1.0%
34 | COc1ccc(S(=O)(=O)NCCN2CCNC2=O)cc1OC | -9% | 9% | -8% | -16% | 7% | -4% | -4% | 1.1%
35 | CC1CCCN(c2nc3c(c(=O)n(C)c(=O)n3C)n2Cc2ccccc2)C1 (stereo not given) | -23%[46.1 µM] | 10% | -4% | -12% | 0% | 0% | -16% | -6.2%
36 | CC(=O)OC(Cn1nc(C)cc1C)c1ccccc1 (stereo not given) | -5%[46.1 µM] | 1% | -3% | -5% | -17% | 3% | 5% | -1.0%
37 | CCC(=O)Nc1ccc(Br)cn1 | -7% | 4% | -2% | -1% | -1% | 5% | -2% | 1.1%
38 | CC(NC(=O)c1ccccc1NC(=O)c1nsc2ccccc12)c1ccccc1 (stereo not given) | . | . | -3% | 4% | -1% | -17% | . | 3.1%
39 | CS(=O)(=O)N(CC(=O)NCCSCc1cccc(Cl)c1)c1ccc2c(c1)OCO2 | -6%[46.1 µM] | 4% | -2% | -16% | -5% | 2% | 1% | -1.1%
40 | O=C1Nc2ccc(Br)cc2/C1=N/N=C/C1=C(N2CCOCC2)C(=C\c2ccccc2)/CC1 | -23%[46.1 µM] | -3% | 0% | ? | -1% | -8% | -8% | 10%
41 | Cc1ccc(Nc2cnn(C34CC5CC(CC(CC(=O)O)(C5)C3)C4)c(=O)c2Cl)cc1C | -13%[46.1 µM] | 1% | -3% | 8% | 2% | 12% | -14% | 0.8%
42 | O=C(c1ccc(Sc2cccc(Cl)c2)c([N+](=O)[O-])c1)N1CCN(c2ccccn2)CC1 | -34% | ? | 1% | -18% | 9% | 6% | -4% | -1.5%
43 | Cc1cc(C)c2oc(C(=O)Nc3ccc(S(=O)(=O)N4CCC(C)CC4)cc3)cc(=O)c2c1 | 1% | 0% | -26%&0% | ? | 8%&-3% | ? | -5% | 2.7%&-0.9%
44 | CCOC(=O)c1sc(NC(=O)c2ccc(OC(C)=O)cc2)nc1C | -7% | 4% | -5% | 4% | 2% | 0% | 2% | 1.1%
45 | COC(=O)c1c(-c2ccco2)csc1NC(=O)C1CC=CCC1C(=O)O (stereo not given) | -22%[46.1 µM] | 4% | -4% | -7% | 8% | -4% | 1% | -0.9%
46 | O=C(CN(Cc1ccccc1)C(=O)c1cc2c(s1)CCC2)NCc1cccs1 | ? | -3% | 2% | -12% | 2% | -2% | -10% | 3.8%
47 | Cc1nc(SC(C)C)[nH]c(=O)c1Cc1ccccc1 | -7%[46.1 µM] | -1% | 3% | -5% | 1% | 1% | -7% | -3.0%
48 | CCC(=O)N1C(C(=O)O)CSC1c1ccc(OC)cc1 (stereo not given) | 3%[46.1 µM] | 4% | 0% | -2% | -1% | -5% | -4% | -2.4%
49 | CCOC(=O)c1nnn(-c2nonc2N)c1-c1cccs1 | -1%[46.1 µM] | -2% | -1% | -2% | -2% | 5% | 1% | 0.0%
50 | Cc1onc(-c2ccccc2)c1C(=O)Nc1ccccc1C#N | -16%[46.1 µM] | -8% | -3% | -4% | 1% | 3% | 0% | 0.0%
51 | CC(=S)c1c(C)cc2cc(C)ccn12 | -2% | -20% | 4% | -16% | -3% | 3% | 5% | -1.0%
